From PubChem BioAssay
EPAC1 antag = blocks human EPAC1 exchange factor; Potency, µM (series often up to 115 µM), for the others: at the highest dose activity change, negative = inhibition, hits mostly inhibitors; hit rate 0.14% among 360,000; EPAC1 GEF assay, Rap1b-BODIPY-GDP exchange fluorescence; AID 720709; O95398;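 note: plate controls were vehicle for no effect and positive control for full effect; nearly all actives have a fitted effect of over 50% in size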
TDP-43 yeast inh = TDP-43 toxicity inhibition in yeast. TDP-43 expressing yeast growth rescue, BacTiter-Glo, 24 h. hit rate 1.8% among 410,000. AID 652104. Potency, µM (highest dose often 46.1 µM), for the others: at the highest dose growth rescue (activation), actives largely listed as activators; note: % of control where 0% means no effect; nearly all actives have a fitted effect of over 50% in size
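Luminescence from BacTiter-Glo reports growth of TDP-43-expressing yeast after 24 hr at 30 deg C with compound. Cells were raffinose-pregrown to mid-log, then seeded in galactose medium at OD600=0.02.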
aSyn yeast inh = rescues yeast growth from alpha-synuclein toxicity. Yeast expressing alpha-synuclein, growth rescue, BacTiter-Glo, 24 h. Potency, µM (doses to about 46.1 µM), inactives show at the highest dose growth rescue (activation), usual class: activators. hit rate 0.14% among 370,000; note: % of control where 0% means no effect; nearly all actives have a fitted effect of over 65% in size
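Screening used galactose-induced yeast with toxic alpha-synuclein levels, exposed to compound for 24 hr at 30 deg C. Cell growth, read with BacTiter-Glo luminescence, gave the measured signal.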
EPAC2 antag = blocks human EPAC2 exchange factor. hit rate 0.18% among 360,000. Potency, µM (top dose mostly 114 µM), without a hit: top-dose activity, negative = inhibition, actives largely listed as inhibitors. Q8WZA2. EPAC2 GEF exchange of Rap1B-BODIPY-GDP, fluorescence. AID 720708; note: % is set by controls: 0 for no effect and ±100 for the full control effect; nearly all actives have a fitted effect of over 45% in size; many of its hits are not listed in these tables
EPAC2 ag = agonists of human EPAC2 (RAPGEF4); Potency, µM (doses to about 154 µM), inactives show at the highest dose activation, actives largely listed as activators; Q8WZA2; EPAC2 activation, biochemical qHTS; response scale: 100% = 6.5 mM cAMP response; hit rate 0.079% among 360,000; AID 720711; note: nearly all actives have a fitted effect of over 50% in size
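Guanine nucleotide exchange by EPAC2 is measured as reduced fluorescence of BODIPY-GDP once it is released from 250 nM Rap1B. Plates are read kinetically for 30 min at room temperature; results are scaled to 6.5 mM cAMP.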
EPAC1 agonist = EPAC1 (human) agonism; AID 720707; O95398; Potency, µM (highest dose often 154 µM), inactives show at the highest dose activation, usual class: activators; hit rate 0.073% among 360,000; EPAC1 agonist qHTS, biochemical assay; response scale: 100% = response to 6.5 mM cAMP; note: nearly all actives have a fitted effect of over 60% in size
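Nucleotide exchange by EPAC1 (100 nM) on Rap1B–BODIPY-GDP (250 nM) in the presence of 50 uM GDP is tracked fluorescently at 480/540 nm over 30 min. Signals are normalized to a 6.5 mM cAMP control.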
FUS yeast rescue = rescues growth of FUS-expressing yeast; S. cerevisiae FUS-expressing, growth rescue, OD600, 24 h; Potency, µM (top dose mostly 76.6 µM), inactives show at the top dose growth rescue (activation), actives largely listed as activators; hit rate 0.24% among 390,000;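 note: plate controls were DMSO vehicle for no effect and reference control for full effect; nearly all actives have a fitted effect of over 55% in size; some results filed as inactive show a strong effect at the top dose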
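Absorbance at 600 nm, taken 24hr after compound addition, measured rescue of FUS-yeast growth at 30C. Induction used 2% galactose with seeding at OD 0.005. Controls: CP55940 from 92uM final, DMSO only.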
PTHR1 agonist = agonists of human PTHR1 parathyroid hormone receptor; Q03431; HEK293 GP2 PTHR1 cells, GloSensor cAMP luminescence, 1 h; Potency, µM (top dose mostly 115 µM), without a hit: top-dose activation, usual class: activators; hit rate 0.075% among 410,000; AID 743266; note: nearly all actives have a fitted effect of over 55% in size; some results filed as inactive show a strong effect at the top dose; inactives centre near -15; many of its hits are not listed in these tables
Target sequence (Q03431 whole entry, looked up): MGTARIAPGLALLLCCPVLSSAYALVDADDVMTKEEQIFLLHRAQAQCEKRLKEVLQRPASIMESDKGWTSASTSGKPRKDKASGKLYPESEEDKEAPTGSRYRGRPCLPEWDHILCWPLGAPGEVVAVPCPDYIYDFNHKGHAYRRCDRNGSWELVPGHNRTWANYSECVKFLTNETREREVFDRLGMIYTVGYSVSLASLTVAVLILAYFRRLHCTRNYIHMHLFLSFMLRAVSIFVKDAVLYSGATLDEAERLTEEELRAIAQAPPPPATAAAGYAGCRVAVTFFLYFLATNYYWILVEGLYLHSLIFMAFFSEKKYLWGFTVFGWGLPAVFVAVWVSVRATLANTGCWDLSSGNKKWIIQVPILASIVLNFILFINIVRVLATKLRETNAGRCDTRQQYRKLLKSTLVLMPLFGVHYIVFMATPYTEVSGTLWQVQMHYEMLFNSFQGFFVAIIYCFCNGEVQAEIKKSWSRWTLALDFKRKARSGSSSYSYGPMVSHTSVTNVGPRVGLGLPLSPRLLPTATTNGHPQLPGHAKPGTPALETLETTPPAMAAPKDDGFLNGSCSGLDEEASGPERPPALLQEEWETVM
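HEK-293-derived GP2 cells expressing PTHR1 and a GloSensor cAMP reporter, 3,000/well, plated overnight, given luciferin plus IBMX (each 0.5 mM as added) for 1 h at 37 °C, then compound for 1 h at 37 °C. Luminescence was read after 15 min at room temperature.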
An asterisk follows results filed as active; i = inactive; u = inconclusive; x = not tested or not shown; & = joins results of further samples; [ ] = dose if it differs, or a comment. Calls come from the whole dose curve; as a rule, active = well fitted curve in the direction sought with a large enough effect; inconclusive = small, poorly fitted or top-dose-only effect, or another doubt; inactive = no such curve, though single readings can be large; an effect the other way counts as inactive or inconclusive. Potency is the fitted concentration of half-maximal effect. Some of the compounds tested; the hit share may differ from the screen's.

Start of the data: the first seven entries, ahead of the listing:
Values run as follows: EPAC2 ag, EPAC1 antag, TDP-43 yeast inh, FUS yeast rescue, aSyn yeast inh, EPAC1 agonist, PTHR1 agonist, EPAC2 antag
1	O=C(O)c1cc2nc(-c3ccccc3)cc(C(F)(F)F)n2n1
 : -3%, 5%, 7%, 1%, -8%, -5%, i, -1%
2	Cc1cnc(C(=O)OCC(=O)Nc2oc(-c3ccccc3)c(-c3ccccc3)c2C#N)cn1
 : 14%, -2%, 13%, u, 11%, 24%, -9%[57.5 µM], -5%
3	CN(C)CCN1CCN(C2CN(CCc3ccccc3)S(=O)(=O)C2)CC1 (centres undefined)
 : 4%, 5%, 29%, -2%, 0%, -4%, -2%, 8%
4	Cc1n[nH]c(=O)n1-c1ccc(OCc2ccccc2)cc1
 : 3%, 0%, -11%, 7%, 1%, 5%, i, 0%
5	COC(=O)c1c(NC(=O)C2CC=CCC2C(=O)O)sc(C)c1C (centres undefined)
 : -7%, 0%, -13%, 19%, 7%, 10%, -19%[57.5 µM], 5%
6	COc1cccc(NC(=O)N(C)C[C@H]2OCc3cnnn3CCCC(=O)N([C@H](C)CO)C[C@@H]2C)c1
 : -6%, 17%, 5%, -24%, -5%, 13%, -28%, 3%
7	FC(F)(F)c1ccccc1Cc1c(-c2ccc(Cl)cc2)nc2ccc(Cl)cn12
 : 0%, -20%, 0%, 21%, -14%, 8%, i, 56µM*

All compounds of this part (from the top)
Values run as follows: EPAC2 ag, EPAC1 antag, TDP-43 yeast inh, FUS yeast rescue, aSyn yeast inh, EPAC1 agonist, PTHR1 agonist, EPAC2 antag
1	O=C(O)c1cc2nc(-c3ccccc3)cc(C(F)(F)F)n2n1
 : -3%, 5%, 7%, 1%, -8%, -5%, i, -1%
2	Cc1cnc(C(=O)OCC(=O)Nc2oc(-c3ccccc3)c(-c3ccccc3)c2C#N)cn1
 : 14%, -2%, 13%, u, 11%, 24%, -9%[57.5 µM], -5%
3	CN(C)CCN1CCN(C2CN(CCc3ccccc3)S(=O)(=O)C2)CC1 (centres undefined)
 : 4%, 5%, 29%, -2%, 0%, -4%, -2%, 8%
4	Cc1n[nH]c(=O)n1-c1ccc(OCc2ccccc2)cc1
 : 3%, 0%, -11%, 7%, 1%, 5%, i, 0%
5	COC(=O)c1c(NC(=O)C2CC=CCC2C(=O)O)sc(C)c1C (centres undefined)
 : -7%, 0%, -13%, 19%, 7%, 10%, -19%[57.5 µM], 5%
6	COc1cccc(NC(=O)N(C)C[C@H]2OCc3cnnn3CCCC(=O)N([C@H](C)CO)C[C@@H]2C)c1
 : -6%, 17%, 5%, -24%, -5%, 13%, -28%, 3%
7	FC(F)(F)c1ccccc1Cc1c(-c2ccc(Cl)cc2)nc2ccc(Cl)cn12
 : 0%, -20%, 0%, 21%, -14%, 8%, i, 56µM*
8	COCCNC(=O)c1ccc(N2CC3CC(C2)c2cccc(=O)n2C3)c(NC(=O)c2ccc(F)cc2)c1 (centres undefined)
 : 11%, 10%, -4%, 30%, -14%, 0%, -5%, 6%
9	CC1(C)CC(N2CCCCC2)=CC(=[N+]2CCCCC2)C1
 : 9%, -1%, 10%, -9%, 1%, 1%, -20%, -1%
10	COc1cccc(NC(=O)CCNS(=O)(=O)c2ccc3c(c2)CC(C)N3C(=O)C2CC2)c1 (centres undefined)
 : 4%, 7%, -2%, 22%, -9%, 5%, -39%, -9%
11	O=C(COc1ccc(Br)cc1)NCc1cn2ccccc2n1
 : 7%, -3%, 7%, -1%, 9%, 7%, i, -3%
12	COc1ccc(C(C(=O)NCCC(C)C)N(CCN2CCOCC2)C(=O)Cn2nnc3ccccc32)c(OC)c1 (centres undefined)
 : 10%, 2%, -5%, 3%, 1%, -4%, -14%, 12%
13	CCN1CC(CN(C)Cc2nc(-c3ccc(Cl)cc3)no2)CC1=O (centres undefined)
 : 1%, -17%, 10%, -11%, 0%, -8%, -26%, 11%
14	O=C1N(c2ccccc2)CCN1c1ccccc1
 : 6%, -5%, 5%, -8%, -5%, 7%, -8%, 2%
15	C(=N\Nc1cc(N2CCCCC2)ncn1)/c1ccco1
 : 2%, 15%, 18%, -27%, -1%, 7%, -44%[inhibitor], -1%
16	O=C(CN1C(=O)NC(Cc2ccccc2)C1=O)NC(=O)NC1CCCCC1 (centres undefined)
 : -2%, -3%, 13%, 11%, 4%, -3%, -39%[inhibitor], 4%
17	O=C(CNC(=O)C1CCCCC1)Nc1ccccc1
 : 0%, 7%, 1%, -13%, -4%, 1%, i, 14%
18	Cc1ccnc(NC(=O)CCC(=O)N(CC(=O)NC2CCCCC2)c2cccc(C)c2C)c1
 : -10%, 2%, -11%, -10%, -20%, -1%, -11%[57.5 µM], -1%
19	O=C(Nc1cnn(Cc2ccc(Cl)cc2)c1)c1cccs1
 : -8%, -3%, -12%, -18%, 16%, 0%, -24%, 5%
20	C=CCNC(=O)c1cc(C(=O)C(C)c2ncc(C(F)(F)F)cc2Cl)c[nH]1 (centres undefined)
 : -3%, 5%, -12%, 2%, 0%, -2%, i, 0%
21	CCCC(C(=O)NC(C)(C)CC)N(Cc1ccco1)C(=O)CNS(=O)(=O)c1ccccc1 (centres undefined)
 : 5%, -8%, -9%, 23%, 0%, 7%, -19%, -5%
22	O=C(CSc1nc(N2CCCCC2)nc(N2CCCCC2)n1)Nc1nccs1
 : 11%, 4%, 6%, -33%, 16%, 6%, i, 0%
23	Cc1cc(C)n(-c2ccc(NC(=O)C3CCN(Cc4ccccn4)CC3)cc2)n1
 : 8%, -10%, -5%, 7%, -4%, -2%, 9%, -2%
24	Cc1cc(C)cc(NC(=S)N2CC(C)OC(C)C2)c1 (centres undefined)
 : 2%, -3%, 13%, -16%, -6%, -4%, i, 0%
25	CC1=[N+]([O-])C(N2CCOCC2)C(O)(c2ccccc2)C1 (centres undefined)
 : 0%[15.6 µM], 6%, -6%, -18%, -1%, -5%, i, 5%
26	CCNS(=O)(=O)c1ccc2c(c1)NCC2
 : -2%, 0%, 14%, 1%, 0%, 7%, -17%, -1%
27	CCOC(=O)C1=C(Cn2cnc3ccccc32)NC(=O)NC1c1ccc(Cl)cc1 (centres undefined)
 : -2%, 6%, -16%, 34%, 0%, -5%, i, 4%
28	O=C1NC[C@H](Cc2ccccc2)N(C[C@H]2CCCN2C[C@H](Cc2ccccc2)N2C[C@H](Cc3ccccc3)N(CC3CCCCC3)C(=O)C2=O)C1=O
 : 0%, -11%, -3%, u, 6%, -11%, -1%, u
29	COC(=O)c1ccccc1S(=O)(=O)N1CCC(C(=O)NC2CCCCC2)CC1
 : 3%, -7%, 9%, -11%, -1%, 4%, i, -6%
30	CCCc1sc(N/N=C/c2ccccn2)nc1-c1ccc(Br)cc1
 : 11%, 3%, 2%, 21%, u, -3%, i, -3%
31	CCCOc1ccc(N2C(=O)CC(SCC(N)C(=O)OCC)C2=O)cc1 (centres undefined)
 : -6%, 5%, 16%, -14%, 8%, -2%, -27%, 2%
32	CSc1ccc(CCNS(=O)(=O)c2csc(C(N)=O)c2)cc1
 : 3%, -10%, -14%, 8%, -1%, -2%, -25%, -17%
33	CC(=O)Nc1cc2c(cc1C(=O)C(C)C)OCCO2
 : 6%, -10%, 5%, -47%, -10%, 3%, i, 0%
34	Cc1nc(-c2ccncc2)sc1C(=O)Nc1ccc(Br)cc1
 : 5%, -2%, -16%, -11%, -4%, 3%, -5%, 5%
35	O=C(c1ccccc1NS(=O)(=O)c1ccccc1[N+](=O)[O-])N1CCCC1
 : 6%, -5%, -9%, 13%, -2%, -14%, -9%, 4%
36	Cc1cccc(NC2=C(NCCO)C(=O)c3ccccc3C2=O)c1
 : 12%, 25%, -18%, 63%, -3%, 7%, i, -5%
37	COc1cc(NC(=O)C/C(C)=N/NC(=O)C(OC)c2ccccc2)c(OC)cc1Cl (centres undefined)
 : 3%, -24%, -5%, -2%, -3%, 4%, i, -2%
38	COc1ccc(Cc2cc(-c3ccc(F)cc3)n[nH]c2=O)cc1
 : 5%, -1%, 22%, -9%, 4%, 6%, -6%, -15%
39	O=C(Cc1ccc(NC(=O)C2CCCN(C(=O)CCc3ccccc3)C2)cc1)Nc1ccc(C(=O)N2CCOCC2)cc1 (centres undefined)
 : 2%, 1%, 13%, 16%, 0%, -9%, -29%, 5%
40	COc1ccc(-c2cnc3c(NC=O)cc(-c4ccc(C(=O)N5CCOCC5)cc4)cn23)cc1OC
 : 1%, -15%, 0%, 26%, -1%, 2%, 5%, -4%
41	C[C@H](CO)N1C[C@H](C)[C@@H](CN(C)S(C)(=O)=O)Oc2ccc(NC(=O)c3ccncc3)cc2C1=O
 : 6%, 6%, 19%, -9%, -3%, -20%, i, 16%
42	CCOC(=O)[C@@H]1[C@H]2COc3cc(OC)ccc3[C@H]2N2C(=O)N(c3ccccc3)C(=O)[C@]12C
 : 15%, -1%, 5%, 16%, -1%, 9%, i, -10%
43	O=C(O)c1ccc(-c2noc(-c3cccc(C(F)(F)F)c3)n2)cc1
 : 1%, -5%, x, -26%, x, -7%, i, -9%
44	COc1ccc(OC)c(NC(=O)CC2SC(=Nc3ccc(F)cc3)N(CCC3=CCCCC3)C2=O)c1 (centres undefined)
 : -1%, -5%, 14%, 8%, 5%, -7%, -2%, -5%
45	COc1ccc(NC(=O)CN2C(=O)COc3ccc(S(=O)(=O)N4CCOCC4)cc32)cc1Cl
 : 4%, -20%, 0%&9%, 11%&9%, -3%, 10%, -18%, -9%
46	O=C1CCSc2ccc(S(=O)(=O)Nc3ccc(Cl)c(C(F)(F)F)c3)cc2N1
 : x, x, -2%, 10%, 2%, x, -18%, x
47	Cc1ccc(C)c(S(=O)(=O)NC(CCC(N)=O)C(=O)O)c1 (centres undefined)
 : 9%, -8%, -11%, -10%, -1%, -5%, i, 8%
48	O=C(CSc1cccc[n+]1[O-])NC1CCCCC1
 : 1%, -13%, 9%, -11%, 0%, -5%, 5%, 6%
49	CCN(CC)c1ccc(N2C(=O)CSC2=S)cc1
 : 17%, -1%, 22%, 16%, 1%, 8%, -27%, 0%
